# Salmonella PhoP GFP – inhibitors of PhoP regulon expression, primary screen, Salmonella Typhimurium, GFP reporter (AID 1863). S. Typhimurium PhoP-regulated promoter GFP reporter, 4 h; higher % means a stronger effect. inhibition, % at 50 µM, or IC50 in µM where a hit was titrated. 300,000 compounds, 0.16% hits;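 active = inhibition over 29.93%, a cutoff 3 SD above the screen mean, later confirmed by dose response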;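 note: 0% = low Mg2+ inducing control and 100% = high Mg2+ repressing control; strong numbers were not always called active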
# Autophagy mod – autophagy modulators in MEF cells, primary screen, imaging, high-content, MEF GFP-LC3; MEF GFP-LC3 puncta imaging; test concentration mostly 10 µM; calls only at 10 µM (by protocol); 190,000 compounds, 0.98% hits;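 active = percentage of spot-positive cells more than 3 SD above its plate mean, without a fluorescence outlier flag or 80% toxicity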;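 note: spot-positive cell cutoff set from DMSO-treated cells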
# MT stabilize HCS – microtubule stabilizers in HeLa cells, primary screen, imaging, high-content imaging | HeLa tubulin immunostaining HCS, 24 h; share of cells brighter than vehicle mean+2SD | AID 2205, 2009 | 200,000 compounds, 0.83% hits | % tubulin-high responders, % at 10 µM;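 active = plate Z-score above 3 for both tubulin-high and condensed-nucleus cell shares, with cell loss under 80%, at 10 µM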;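 note: anti alpha tubulin signal scored within the nucleus-defined area of each cell; some results filed as inactive read as strong as hits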
# Hep lipid drop – inhibitors of hepatocyte lipid droplet formation, primary screen, imaging, high-throughput imaging, BODIPY stain; AML12 mouse hepatocytes, oleate lipid droplets; inhibition, % at 6.5 µM; 240,000 compounds, 0.4% hits;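 active = lipid droplet intensity inhibited by at least 50%, with more than 500 cells counted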
#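 Assay system: AML12 hepatocytes (mouse) / Also added: 100 µM oleic acid challenge / Times: overnight treatment with compound plus oleate / Detection: high-content imaging of BODIPY-stained droplets and DAPI nuclei / Evaluation: % inhibition of lipid droplet signal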
# ER stress rescue – rescue of cells from ER stress-induced death, primary screen, 384-well, CSM14.1, thapsigargin, ATP luminescence (AID 1222); cellular ATP content (survival), % at 20 µM; hits with a dose series show EC50 in µM; CSM14.1 thapsigargin-induced death rescue, ATP luminescence; higher % means a stronger effect; 190,000 tested, under 10 active;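 active = EC50 below 50 µM in the dose-response confirmation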;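 note: death triggered by thapsigargin at about 15 µM added after 2 h compound pretreatment; cell ATP read after overnight thapsigargin exposure of roughly 18 to 22 hours; normalized against plate controls of thapsigargin alone and 5% DMSO vehicle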
# b-catenin transl – modulators of beta-catenin nuclear translocation, primary screen, imaging, HeLa cells, immunofluorescence, high-content; 190,000 compounds, 0.3% hits; nuclear translocation activity, % at 5 µM;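 active = nuclear translocation activity above 50% at 5 µM, with a well cell count of 50 or more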;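 note: per-cell ratio of nuclear to cytoplasmic median beta-catenin stain intensity; plate controls were DMSO negative control for no effect and GSK-3 inhibitor IX positive control for full effect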
#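 System: HeLa cells, endogenous beta-catenin; compound dosing: 5 µM primary single dose, 0.1% DMSO, 0.02–20 µM confirmation series; incubation: 24 h compound exposure at 37°C, 5% CO2; signal: beta-catenin immunofluorescence imaging with DAPI; evaluation: % activation, nuclear-to-cytoplasmic median beta-catenin signal ratio per cell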
# T cell HTS – modulators of CD8 T cell-vesicle binding, primary screen, mouse 2C CD8+ T cells, flow cytometry; 330,000 compounds, 0.068% hits; 2C CD8+ T cell-vesicle binding; stronger effect = lower value; AID 2052, 2009; calls only at 7 µM;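 active = response, share of CD8 T cells binding vesicles, and their 90th percentile fluorescence all below set limits, cut at about 80% in these data, passing the limit was not always enough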
#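 Material: 2C TCR transgenic mouse naive CD8+ T cells, MACS-purified. Also added: QL9-charged Drosophila Ld/ICAM-1/B7-1 vesicles. Timing: binding 1.5 h at 37 °C. Measured by: high-throughput flow cytometry with anti-B7-1 and anti-CD8 staining. Read-out: percent CD8+ FL2 mean versus row control. Controls: Unloaded micro-vesicles (low), QL9 vesicles with 0.7% DMSO (high).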
# Insulin prom up – insulin promoter activators in MIN6 cells, imaging, high-content screening, mouse beta cells | AID 1625, 2009 | 190,000 compounds, 0.3% hits | MIN6 insulin promoter-GFP reporter; stronger effect = higher value | z-score at 5 µM;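 active = z-score above 3 at 5 µM with at least 500 cells counted in the well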
# Dynein cargo inh – inhibitors of GR-EGFP nuclear translocation, primary screen, dynein cargo transport inhibitor project, imaging, high-content, 3617.4 mouse cells; test concentration mostly 20 µM; stimulated with dexamethasone, 1 µM; stronger effect = lower value; AID 1381, 2008; z-score, hits read low; 220,000 compounds, 0.47% hits;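 active = plate z-score of nuclear minus cytoplasmic receptor signal below a set negative limit, without overly bright fluorescence or cell loss, cut at about -3.5 in these data, passing the limit was not always enough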;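 note: z-score of nuclear minus cytoplasmic ring GR-EGFP intensity difference per well; some compounds called inactive have numbers as strong as hits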
#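 Medium: Induction medium lacking tetracycline, stripped serum | Probe or stimulus: 1.0 µM final dexamethasone stimulus | Schedule: 48 h induction, then 1 h compound, then 30 min agonist, 37 °C | Signal: Automated 10x imaging of fixed Hoechst-stained cells | Evaluation: Per-cell GR-EGFP intensity, nucleus versus surrounding cytoplasmic ring, well-averaged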
# Dynein cargo inh cytoplasmic EGFP – recorded beside Dynein cargo inh, whose call it bears; z-score; measured here: cytoplasmic GR-EGFP intensity; stronger effect = higher value
# Dynein cargo inh nuclear GR-EGFP – further read-out of Dynein cargo inh, marked with its call; z-score; measured here: nuclear GR-EGFP intensity;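 lower value marks the stronger effect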
# Dynein cargo inh cell count – also measured in Dynein cargo inh; calls as there; z-score; measured here: cell count per field
# Insulin prom up cell count – also measured in Insulin prom up; calls as there; cell count; measured here: cytotoxicity, nuclei count;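 total cells summed across four imaged fields per well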
# Hep lipid drop cells 6.5 µM – second read-out of Hep lipid drop, no call of its own (marks repeat the call); cell count; measured here: cell count, cytotoxicity flag;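 cells counted across two imaged fields per well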
# b-catenin transl cell count 5 µM – further read-out of b-catenin transl, marked with its call; cell count; measured here: cell count, cytotoxicity flag
# T cell HTS vesicle-bound % – also measured in T cell HTS; calls as there; double positive events, %; measured here: CD8+ vesicle-bound cell fraction;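 binding gate set so that unloaded-vesicle control wells show 10% double positive cells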
# MT stabilize HCS Hoechst-high % – second read-out of MT stabilize HCS, no call of its own (marks repeat the call); % Hoechst-high responders; measured here: nuclear condensation Hoechst responders;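 share of cells brighter than vehicle mean plus two SD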
# MT stabilize HCS cytotoxicity % – further read-out of MT stabilize HCS, marked with its call; toxicity, %; measured here: cytotoxicity by cell density;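 0% = mean cell density of plate MIN control wells and 100% = no cells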
# Autophagy mod cell loss 18 h – recorded beside Autophagy mod, whose call it bears; toxicity, %; measured here: cell loss, nuclei count;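 cell loss after 18 h compound exposure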
# The depositor's hits bear a star; i = inactive; . = no result given.
SMILES,Salmonella PhoP GFP,Autophagy mod,Autophagy mod cell loss 18 h,MT stabilize HCS,MT stabilize HCS Hoechst-high %,MT stabilize HCS cytotoxicity %,Hep lipid drop,Hep lipid drop cells 6.5 µM,ER stress rescue,b-catenin transl,b-catenin transl cell count 5 µM,T cell HTS,T cell HTS vesicle-bound %,Insulin prom up,Insulin prom up cell count,Dynein cargo inh,Dynein cargo inh cytoplasmic EGFP,Dynein cargo inh nuclear GR-EGFP,Dynein cargo inh cell count
CCOC(=O)C1C(=O)C=C(c2ccc(OC)cc2)CC1c1ccco1 (stereo unspecified),-2.7%,i,-5.0,2.3,2.6,5.2,.,.,0.2%,1.6,1122,i,47.8,-0.39,1242,-1.8,-0.146,-0.987,0.906
COc1ccc(/C=N/NC(=O)c2c(C)nnn2-c2nonc2N)cc1OC,-8.2%,i,-15.6,3.4,1.4,6.4,10.5,665,0.1%,-1.1,1107,i,13.7,0.39,1307,-0.726,-0.251,-0.234,0.497
COC(=O)C1C(c2ccc(N(C)C)cc2)C(C(=O)OC)S(=O)(=O)CS1(=O)=O (stereo unspecified),-7.3%,i,-4.5,1.2,1.2,8.2,3.8,642,-1.0%,-1.0,936,i,59.2,0.59,1631,-0.472,-0.335,0.176,0.527
COc1ccc(/C=N/n2cnc3c([nH]c4ccc(Br)cc43)c2=O)cc1CN1CCOCC1,5.0%,i,2.2,2.9,2.4,8.4,.,.,4.1%,0.2,1299,i,32.0,-1,1597,-0.0373,-0.202,-0.16,0.0577
CCC1CCCCN1C(=O)CSc1nc2c(cnn2-c2ccc(C)cc2)c(=O)[nH]1 (stereo unspecified),8.1%,i,13.8,0.9,2.2,7.1,7.1,554,-4.9%,0.0,1025,i,44.0,0.82,1471,0.392,-0.103,0.309,-1.14
CCOC(=O)c1c(NC(=O)CCNCc2ccco2)sc2c1CCC2,-13.4%,.,.,.,.,.,2.5,657,.,0.9,1238,i,18.4,-0.07,940,-0.799,-0.298,-0.0403,1.42
CCOC(=O)COc1cccc2c(=O)n(CC(=O)NCc3ccc4c(c3)OCO4)ccc12,6.6%,i,29.3,18.6*,46.1*,60.3*,-23.0,690,-1.2%,64.3*,389*,i,51.7,1.79,751,-0.175,-0.132,0.194,-0.332
CCN1CCN(c2cc(C)c3cc(NC(=O)c4cccc(OC)c4)ccc3n2)CC1,5.5%,.,.,.,.,.,16.2,743,.,-0.6,1370,i,31.1,.,.,-0.176,-0.185,0.788,-1.24
CC(C)c1ccccc1NC(=O)c1ccco1,-5.5%,i,-10.4,1.8,1.6,8.6,.,.,.,.,.,i,6.9,.,.,-0.499,-0.202,-0.189,0.286
CCCCCCNCc1ccc(Br)cc1,13.5%,i,-22.4,3.1,1.6,3.9,.,.,-2.3%,4.4,1378,i,19.3,-0.56,1549,0.857,-0.209,1.08,-0.899
c1ccc(Nc2cc(-c3ccccc3)nc3ncnn23)cc1,0.0%,i,4.3,2.7,1.4,4.5,.,.,-1.0%,-8.3,905,i,63.1,0.94,1452,0.971,-0.329,0.391,-0.215
Cc1ccc(C2=NNC(c3cccc(F)c3)S2)cc1 (stereo unspecified),-4.2%,i,-19.5,3.9,1.9,8.5,3.3,735,-4.1%,.,.,i,30.9,.,.,0.457,-0.32,0.258,0.399
CN1C(=O)NC(NC(=O)c2cccs2)(C(F)(F)F)C1=O (stereo unspecified),1.7%,i,0.2,1.4,1.9,10.2,7.5,739,1.4%,-3.9,1238,i,17.0,0.89,1195,-0.495,-0.192,-0.128,0.375
C=CCOc1ccc(C2OC34CCCCC3C(C#N)(C#N)C2(C#N)C(=N)O4)cc1 (stereo unspecified),-24.9%,i,-4.8,1.3,0.8,4.3,-8.8,763,0.6%,1.3,1130,i,44.1,0.29,873,-0.546,-0.0752,-0.0139,-0.00765
CCC1Oc2ccccc2N(Cc2ccccc2C)C1=O (stereo unspecified),0.7%,i,-6.9,1.2,1.0,7.4,-4.8,781,-1.0%,.,.,i,23.8,.,.,0.248,-0.243,0.343,-0.016
CCC(C)NC(=O)C(Cc1ccccc1)n1cccc1 (stereo unspecified),-5.2%,i,-12.5,3.0,2.0,11.9,1.0,681,-1.7%,-2.3,1104,i,25.4,-0.89,1944,-0.3,-0.197,0.0651,0.325
CCOc1ccc(NC(=O)COc2ccccc2)c([N+](=O)[O-])c1,9.3%,i,24.4,2.6,1.0,5.4,4.0,722,-1.3%,-1.3,1065,i,55.8,-0.34,1506,0.612,-0.213,0.572,-0.649
CC1CCN(C(=O)c2ccc(N3C(=O)C4CCC(C)CC4C3=O)cc2)CC1 (stereo unspecified),-5.5%,.,.,.,.,.,-1.5,655,.,-2.2,1076,i,16.8,-0.16,1434,0.361,-0.225,-0.0716,-0.0954
Cc1ccc(-c2noc(C3CCN(C(=O)Nc4ccc(C#N)cc4)CC3)n2)o1,-8.3%,i,6.7,3.5,2.7,11.4,.,.,0.1%,-6.5,982,i,15.6,-1.77,998,2.36,-0.123,1.24,-2.4
COc1ccc(CNC(=O)c2cc(SC)ccc2Cl)cc1OC,-8.0%,i,8.1,2.6,2.2,16.2,-0.3,635,5.6%,-1.6,1048,i,15.3,-1.68,1601,0.859,-0.23,1.2,-0.563
O=C(Nc1cc(S(=O)(=O)N2CCOCC2)ccc1-n1cncn1)c1ccc(Cl)cc1,-10.4%,.,.,.,.,.,-49.4,795,.,2.0,1253,i,11.6,-0.18,1151,0.312,-0.244,0.233,0.0392
Cc1ccc(C)c(NC(=O)CCC(=O)NNC(=O)c2cccs2)c1,-12.2%,i,-5.8,1.2,2.2,9.3,9.9,708,-1.2%,0.1,938,i,32.9,0.16,1184,0.166,-0.22,0.566,-0.748
COc1cccc2cc(-c3nnc(SCC(=O)NCCc4ccccc4)n3C)oc12,-6.3%,i,-1.4,3.4,1.8,1.0,-2.1,776,1.3%,-9.4,1171,i,28.9,0.29,951,-0.66,-0.214,-0.117,0.0253
Cc1ccc(C)c2c3c([nH]c12)-c1nonc1CC3,-3.9%,i,3.0,1.1,3.0,8.7,19.8,750,-2.7%,-2.5,1078,i,24.8,-0.99,952,-0.34,-0.189,-0.0278,0.216
CSc1ncccc1C(=O)OCC(=O)N(CC(C)C)C1CCS(=O)(=O)C1 (stereo unspecified),-5.0%,i,4.2,2.7,2.5,4.0,.,.,-0.9%,0.0,1146,i,18.2,0.45,978,0.425,-0.0773,0.396,-0.56
COc1cc(OC)cc(C(=O)NNC(=S)NC2CC2)c1,-2.5%,i,10.0,2.9,1.6,5.1,-13.8,728,-0.8%,0.6,970,i,31.8,-0.43,1549,-0.357,-0.275,-0.0325,0.34
CCn1ccc(=N)cc1,-1.9%,i,8.0,1.5,1.0,4.7,22.7,685,1.1%,-1.3,971,i,15.9,0.99,1793,-0.0234,-0.092,0.218,-0.141
O=C(NCc1ccncc1)C(=O)NC1CC1,4.2%,i,1.6,1.9,2.2,9.4,-1.3,746,-1.1%,0.0,961,i,60.2,-0.11,1317,-0.0806,-0.275,0.0735,0.302
O=C1C2CCCCC2C(=O)N1c1cccc(OS(=O)(=O)c2ccccc2)c1 (stereo unspecified),5.0%,i,-8.3,2.0,1.1,1.5,-3.7,515,-0.1%,-0.1,1134,i,37.3,0.64,1427,-0.218,-0.31,-0.191,0.291
CS(=O)(=O)c1ncc(Cl)c(C(=O)Nc2ccc(N3CCOCC3)cc2)n1,0.1%,i,12.1,2.4,2.0,3.7,-19.5,606,-5.8%,2.6,927,i,29.4,-0.72,1727,-2.28,2.14,-1.02,-0.572
Cc1c(C(=O)NC(Cc2ccccc2)c2nc3ccccc3[nH]2)cccc1[N+](=O)[O-] (stereo unspecified),-3.8%,i,-4.6,5.7,2.2,1.0,-7.6,723,-0.8%,-6.4,614,i,58.0,0.16,1247,-0.555,-0.109,0.251,0.552
CCCCN(CCCC)Cc1ccc(N)cc1,-8.9%,i,-6.5,2.5,1.2,8.8,-3.6,633,.,.,.,i,12.7,0.6,1145,-0.0671,-0.259,-0.695,-0.0627
CCOc1ccc(-c2n[nH]c(C)c2-c2ccccc2OC)c(O)c1,-3.5%,i,5.9,26.9*,15.3*,63.1*,.,.,-1.3%,3.4,754,i,28.1,-0.91,1118,1.66,-0.35,0.254,-0.506

# Compounds were not picked by outcome; about 3% have a hit in one of these screens.
